TAAR1 antagonist = human TAAR1 antagonists, primary screen, Fluo-8 calcium fluorescence, CHO RD-HGA16 cells; Trace amine-associated receptor 1 (Homo sapiens), Q96RJ0; antagonist; inhibition, % at 3 µM; hit rate 1.5% among 360,000;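 active = inhibition above a per-plate cutoff, the mean inhibition of test compounds on that plate plus 3 SD, cut at about 49% in these data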;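 note: 0% = DMSO plus EC80 beta-PEA response and 100% = DMSO alone without agonist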
Target sequence (Q96RJ0 whole entry, looked up): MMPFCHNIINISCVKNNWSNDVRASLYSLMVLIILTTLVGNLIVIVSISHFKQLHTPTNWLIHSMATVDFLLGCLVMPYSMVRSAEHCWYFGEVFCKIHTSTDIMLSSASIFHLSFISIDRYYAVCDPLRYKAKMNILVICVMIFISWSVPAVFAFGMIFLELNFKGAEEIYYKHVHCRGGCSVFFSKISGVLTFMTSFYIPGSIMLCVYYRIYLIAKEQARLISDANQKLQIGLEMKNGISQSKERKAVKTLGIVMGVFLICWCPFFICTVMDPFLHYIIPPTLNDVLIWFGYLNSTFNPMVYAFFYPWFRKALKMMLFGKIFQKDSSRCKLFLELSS
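Test system: hTAAR1-expressing CHO RD-HGA16 cells, Gα16-coupled; Probe or stimulus: EC80 β-phenethylamine stimulus; Compound dosing: single nominal final test compound concentration of 3 µM; Timing: 140 s kinetic read after compound, 140 s after agonist; Signal: Fluo-8 calcium-sensitive fluorescence; Measure: % inhibition of agonist calcium response; Controls: DMSO and EC80 PEA controls.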
M1 PAM parental = nonselective calcium activators in parental CHO-K1 cells, primary screen, counter-screen for M1 PAM project, cell-based, Fluo-8 calcium fluorescence, full deck, 1536-well. ATP EC20; 0% at ATP EC20, 100% at ATP max. activation, % at 3 µM. hit rate 0.02% among 360,000;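 active = activation above the run cutoff, the mean activation of all test compounds plus 3 SD, cut at about 40% in these data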;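 note: peak over basal fluorescence ratio in a 140 s read after ATP addition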
OXTR potentiate = human OXTR potentiators, primary screen, fluorescence, CHO-OTR cells, Fluo-8 calcium | Oxytocin receptor (Homo sapiens), P30559 | Fluo-8 calcium fluorescence, potentiator mode; 0% = oxytocin EC15, 100% = EC100 | activation, % at 3 µM | hit rate 0.061% among 320,000;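 active = activation above that plate's cutoff, the mean activation of tested compounds plus 3 SD, cut at about 6.6% in these data, passing the limit was not always enough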;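 note: 100% uses oxytocin at 75 nM as the full agonist control; some results filed as inactive read as strong as hits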
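Assay system: CHO cell line stably expressing human OTR | Also added: Oxytocin at about EC15, sub-maximal agonist stimulus | Times: Compound 6 min at room temperature before oxytocin, 100 s read | Measured by: Fluo-8 intracellular calcium fluorescence, ex 470-495, em 515-575 nm | Controls: EC15 oxytocin alone as 0%, 75 nM oxytocin as 100%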
M1 ag = human M1 muscarinic receptor agonists, primary screen, Fluo-8 calcium fluorescence, CHO-K1 cells, HTS; hit rate 0.33% among 360,000; Muscarinic acetylcholine receptor M1 (Homo sapiens), P11229; activation, % at 3 µM; CHO-K1 hM1, agonist mode; 0% DMSO, 100% acetylcholine EC100;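 active = activation above the run's mean compound activation plus 3 SD, cut at about 16% in these data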;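 note: peak over basal fluorescence ratio within a 140 s kinetic read after compound addition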
Target sequence (P11229 whole entry, looked up): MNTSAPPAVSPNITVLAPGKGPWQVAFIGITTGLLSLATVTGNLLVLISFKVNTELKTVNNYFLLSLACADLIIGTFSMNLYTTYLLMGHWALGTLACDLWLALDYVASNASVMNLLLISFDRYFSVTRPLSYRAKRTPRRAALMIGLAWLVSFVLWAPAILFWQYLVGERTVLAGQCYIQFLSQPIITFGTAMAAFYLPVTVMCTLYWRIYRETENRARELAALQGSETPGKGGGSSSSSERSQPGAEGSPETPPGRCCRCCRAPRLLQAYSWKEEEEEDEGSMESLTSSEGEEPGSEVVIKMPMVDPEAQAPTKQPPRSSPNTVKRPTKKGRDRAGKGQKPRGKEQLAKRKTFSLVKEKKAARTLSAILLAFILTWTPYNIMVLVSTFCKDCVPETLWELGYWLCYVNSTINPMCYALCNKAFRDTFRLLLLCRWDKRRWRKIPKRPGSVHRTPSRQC
V1aR counter = agonists of human V1a receptor, primary screen, counter-screen for OXTR agonist project, fluorescence, CHO-V1R cells; hit rate 0.25% among 320,000; activation, % at 3 µM; AID 2797, 2010; Vasopressin V1a receptor (Homo sapiens), P37288; Fluo-8 calcium fluorescence, agonist mode; 0% DMSO, 100% 3 nM vasopressin;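 active = activation above the mean activation of all tested compounds plus 3 SD, per screening run, cut at about 20% in these data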;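 note: signal is peak over basal fluorescence ratio across a 100 second FLIPR read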
M1 ag parental = counter-screen for M1 agonists: effect in parental CHO-K1 cells; Fluo-8 calcium fluorescence; scaled to maximal ATP response, vehicle zero; activation, % at 3 µM; hit rate 0.48% among 360,000; in the data active = activation above about 15%;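 note: untransfected CHO-K1 host cells lacking M1 receptor as counterscreen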
CHO parental Ca = ATP-evoked calcium signal inhibitors, parental CHO, primary screen, counter-screen for OX1R antagonist project, cell-based, fluorescence, Fluo-8 calcium dye | parental CHO-K1, ATP-induced calcium, Fluo-8 fluorescence | inhibition, % at 5.6 µM | hit rate 0.63% among 330,000 | AID 463079, 2010;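 active = inhibition above that plate's mean sample inhibition plus 3 SD, cut at about 26% in these data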;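 note: 0% = ATP-challenged DMSO wells and 100% = DMSO wells without ATP; some compounds past the cut are filed as inactive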
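material = parental CHO cells | also added = ATP as calcium-mobilizing challenge | dosing = single point at 5.6 µM | detection = intracellular calcium via Fluo-8 no-wash fluorescent dye | read-out = % inhibition | benchmarks = low control ATP plus DMSO, high control DMSO only | repeats = one well per compound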
CHO-K1 Ca antag = nonselective inhibitor or artifact in parental CHO-K1 cells; ATP-induced calcium, Fluo-8 fluorescence; inhibition, % at 3 µM; hit rate 0.6% among 360,000;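 active = inhibition above a per-plate cutoff, the plate's mean sample inhibition plus 3 SD, cut at about 24% in these data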;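 note: 0% = DMSO plus EC80 ATP and 100% = DMSO alone without ATP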
TAAR1 ag = human TAAR1 agonists, primary screen, Fluo-8 calcium fluorescence, CHO RD-HGA16 cells; Trace amine-associated receptor 1 (Homo sapiens), Q96RJ0; vehicle wells 0%, saturating PEA agonist 100%; activation, % at 3 µM; hit rate 0.99% among 360,000;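 active = activation above the mean activation of all test compounds in the run plus 3 SD, cut at about 38% in these data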
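Test system: RD-HGA16 (CHO) cells co-expressing Gα16 and hTAAR1; dosing: one-point dosing at 3 µM (nominal); timing: 17-24 h seeding, 75 min 37 °C dye, 30 min RT; signal: kinetic Fluo-8 calcium fluorescence; read-out basis: % activation relative to PEA EC100 response; controls: DMSO and PEA EC100; replicates: n 1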
Starred values were filed as active, the others as inactive; nt = no result given.

SMILES	TAAR1 antagonist	M1 PAM parental	OXTR potentiate	M1 ag	V1aR counter	M1 ag parental	CHO parental Ca	CHO-K1 Ca antag	TAAR1 ag
Cc1n[nH]c(=S)n1Cc1ccccc1	-19	-3	-11	-1	0.7	0.5	-4	1	1
COc1cc(NC(=O)c2ccc3c(c2)OCO3)ccc1NC(=O)c1ccco1	10	3	-4	-1	1.2	0.2	-19	-12	15
CCOC(=O)c1c(C)[nH]c(C)c1C(=O)COC(=O)c1sccc1C	7	18	-5	-3	3.3	1.8	-17	3	3
Cc1ccc(C(=O)NC(=S)NNS(=O)(=O)c2ccccc2)cc1	-4	17	-8	-4	0.4	0.0	-8	6	0
CCOc1ccc(CCN2C(=S)N([C@@H](Cc3ccc(O)cc3)CN3CCC[C@@H]3CN3C(=S)NC[C@@H]3Cc3ccccc3)C[C@@H]2CC(C)C)cc1	-3	9	nt	-8	nt	0.2	nt	7	3
CC(CC(=O)Nc1ccc(S(=O)(=O)Nc2ncccn2)cc1)c1ccccc1 (centres undefined)	-18	4	8	-3	0.0	1.6	-1	-8	-1
CCC(C)(C(=O)NC1CCCC1)N(CC1CCCO1)C(=O)CNC(=O)c1ccccc1 (centres undefined)	0	-3	-4	-1	0.8	-0.3	-16	0	13
COc1ccc(C(=O)Nc2nccs2)cc1	0	11	-6	-2	0.3	0.4	-5	-6	9
COc1cccc(CN2CCC(Oc3ccc(C(=O)N4CCCCC4)cc3)CC2)c1	-16	-1	0	-4	1.8	2.5	-11	-1	2
COc1cc(S(=O)(=O)NC2CCCC2)c(OC)cc1C	-10	-5	-1	-3	3.8	-0.3	-6	3	-1
Clc1ccccc1-c1nc(-c2ccccc2)n[nH]1	5	11	-1	-4	-1.3	0.1	-13	-3	1
CCOC(=O)N/N=C\c1ccc(-c2cccc(C(F)(F)F)c2)o1	3	-6	0	-10	-0.5	0.3	-19	0	-1
Cc1sc(NC(=O)CN2CCOCC2)c(C#N)c1C	-21	12	-8	-2	0.4	0.9	-12	-5	3
C[C@H](O)Cc1cc2ccccc2c(=O)o1	-2	-10	1	-3	1.3	0.2	-4	-3	7
COc1ccccc1C(C)NC(=O)CN(C)CC(=O)Nc1c(C)cccc1C (centres undefined)	4	-13	1	-6	0.7	0.2	-18	6	1
C=CCN1C=CC(=O)[C@@H](OC(=O)Nc2ccc(Br)cc2)[C@H]1c1ccccc1Br	0	-11	nt	-3	nt	0.2	nt	3	4
O=C(NCc1ccc(F)cc1)C1CCCN(c2cnccn2)C1 (centres undefined)	-29	10	-8	-2	0.9	1.6	-6	-22	2
Cc1ccc(C(=O)NCC(=O)OCc2nnc(-c3ccc([N+](=O)[O-])cc3)o2)cc1	0	-6	nt	-4	nt	0.9	nt	0	-2
C=CC(COCc1ccccc1)N(CC(=O)OC)S(=O)(=O)c1cc(Br)ccc1OC (centres undefined)	10	-16	-1	-3	1.4	-0.2	-9	6	6
COc1cc(Cn2c(N)c(C#N)c3nc4ccccc4nc32)cc(OC)c1	-13	-2	-15	2	11	0.7	19	5	17
CN(Cc1ccco1)C(=O)CCc1nc2sc3c(c2c(=O)[nH]1)CCCC3	-25	-2	-5	-3	-0.5	0.9	-12	0	0
CNC(=O)c1c(C)nc(SCC(=O)NCc2ccc(OC)cc2)c(C#N)c1-c1ccco1	8	18	-7	-3	-0.7	0.6	-26	-10	12
C/C(=C\c1ccc(Cl)cc1)C(=O)c1c(C)cc(C)[nH]c1=O	-8	10	-2	-3	-0.8	-0.1	-8	-6	4
C[C@@H](NC(=O)c1nc[nH]c1C(=O)OCc1ccccc1)c1ccccc1	32	-12	-6	-5	1.6	-0.5	-27	4	22
CN(CC(=O)Nc1ccccc1C(F)(F)F)C(=O)CSc1nc(N)cc(N)n1	4	4	5	3	3.0	1.1	-1	-14	2

New compounds follow
SMILES	TAAR1 antagonist	M1 PAM parental	OXTR potentiate	M1 ag	V1aR counter	M1 ag parental	CHO parental Ca	CHO-K1 Ca antag	TAAR1 ag
CC(C)(C)C1CCc2c(sc3ncn(N)c(=N)c23)C1 (centres undefined)	8	-14	-7	0	0.2	0.9	-14	6	5
COc1cccc(OC)c1C(=O)NC(=S)Nc1ccc(N2CCOCC2)c(Cl)c1	2	9	-14	-4	2.4	0.3	-7	-4	5
C=CCNC(=O)c1ccc2c(c1)N(CC)C(=O)c1ccccc1S2	-12	23	-11	-9	0.5	0.1	-19	-2	-2
CCOC(=O)Nc1ccc(Oc2ccccc2)cc1	8	8	-10	-7	-0.7	0.0	-2	2	11
Cc1cccnc1CNC(=O)C1(C)CCCN1CC(C)C (centres undefined)	-9	8	nt	-5	nt	1.2	nt	-5	0
Cc1cc(=O)[nH]c(N/N=C/c2ccco2)n1	0	9	6	-2	0.3	0.8	-15	-40	7
CN(C)c1ccc(Cc2ccc(N(C)C)cc2)cc1	-2	-14	nt	0	nt	-0.6	nt	-1	8
O=C(c1ccccc1F)N1CCCC(c2ccccc2)C1 (centres undefined)	-5	11	-9	-9	1.3	0.0	5	0	-2
CC(C(=O)NCCc1ccc(S(N)(=O)=O)cc1)N1C(=O)CC(C)(C)Sc2ccccc21 (centres undefined)	-9	-3	3	0	0.2	-0.3	-4	-10	-1
Cc1ccc(CSc2nnc([C@@H]3CCCN3C(=O)OC(C)(C)C)o2)cc1	7	15	-6	-1	0.1	2.4	-15	-7	7
CC(O)(c1cccnc1)c1nc(-c2ccc3ccccc3c2)cs1 (centres undefined)	-5	3	nt	-1	nt	6.3	nt	9	1
CCOC(=O)Cc1nnc(NC(=O)CSc2nnc3c4ccccc4n(C(C)C)c3n2)s1	-1	-7	-13	-2	1.1	0.5	-8	24	9
Cc1ccc(NC(=O)C2CC(O)CN2C(=O)Oc2ccccc2)c(C)c1 (centres undefined)	-17	-8	-1	-4	0.6	0.5	0	5	2
COCCn1nnnc1C(c1ccccc1)N1CCN(C(=O)c2ccco2)CC1 (centres undefined)	7	3	-14	-3	2.2	0.4	-10	5	2
CCCN1CCN(CCCNC(=O)c2cc3c(=O)n(C)c4ccccc4c3n2C)CC1	0	17	0	0	0.8	1.5	-8	0	0
CC(O)Cn1ccccc1=N (centres undefined)	2	4	-5	-1	0.5	-0.2	-8	2	12
COc1ccccc1N1CCN(C2CCN(C(=O)c3cccs3)CC2)CC1	2	5	-2	-6	1.4	0.3	-6	-4	5
CC(C)C(N)c1csc(Nc2ccc(C(=O)NCCCO)cn2)n1 (centres undefined)	1	-12	nt	-3	nt	0.0	nt	10	1
CCOc1cc(CNC(C)(C)C)ccc1OCC(=O)Nc1cccc(C(F)(F)F)c1	-24	11	-6	-4	8.1	2.1	-7	-6	5
CC(=O)c1c(O)cc(C)n(-c2ccc(F)cc2)c1=O	-7	19	-2	-7	0.3	0.8	5	-5	3
COc1ccc(-c2c(C)nn(-c3ccccc3)c2N)cc1OC	-7	14	-10	-4	0.0	0.9	-6	-12	1
Cc1occc1C(=O)NNS(=O)(=O)c1ccc(Cl)cc1	1	13	-3	-5	0.5	1.1	15	-7	0
COc1cc(/C=N/NS(=O)(=O)c2ccc3ccccc3c2)ccc1OCc1ccc(C(=O)O)cc1	-33	8	4	-7	-0.1	-0.4	-6	-7	-1
COCCSc1ccccc1C(=O)Nc1cccnc1	-1	24	-1	-5	0.4	0.4	-4	-9	15
O=C(COC(=O)C1CCC1)Nc1ccc(OC(F)F)cc1	-6	5	-13	-5	1.4	0.6	-3	3	13
COc1ccc(S(=O)(=O)N(C)[C@H]2C[C@H]3c4cc(Oc5ccccc5C)ccc4CCN3C(=O)[C@H]2[C@H](C)O)cc1	1	15	nt	-3	nt	1.7	nt	-1	1

Molecules shown so far that have an aryl methoxy group:
SMILES	TAAR1 antagonist	M1 PAM parental	OXTR potentiate	M1 ag	V1aR counter	M1 ag parental	CHO parental Ca	CHO-K1 Ca antag	TAAR1 ag
COc1cc(NC(=O)c2ccc3c(c2)OCO3)ccc1NC(=O)c1ccco1	10	3	-4	-1	1.2	0.2	-19	-12	15
COc1ccc(C(=O)Nc2nccs2)cc1	0	11	-6	-2	0.3	0.4	-5	-6	9
COc1cccc(CN2CCC(Oc3ccc(C(=O)N4CCCCC4)cc3)CC2)c1	-16	-1	0	-4	1.8	2.5	-11	-1	2
COc1cc(S(=O)(=O)NC2CCCC2)c(OC)cc1C	-10	-5	-1	-3	3.8	-0.3	-6	3	-1
COc1ccccc1C(C)NC(=O)CN(C)CC(=O)Nc1c(C)cccc1C (centres undefined)	4	-13	1	-6	0.7	0.2	-18	6	1
C=CC(COCc1ccccc1)N(CC(=O)OC)S(=O)(=O)c1cc(Br)ccc1OC (centres undefined)	10	-16	-1	-3	1.4	-0.2	-9	6	6
COc1cc(Cn2c(N)c(C#N)c3nc4ccccc4nc32)cc(OC)c1	-13	-2	-15	2	11	0.7	19	5	17
CNC(=O)c1c(C)nc(SCC(=O)NCc2ccc(OC)cc2)c(C#N)c1-c1ccco1	8	18	-7	-3	-0.7	0.6	-26	-10	12
COc1cccc(OC)c1C(=O)NC(=S)Nc1ccc(N2CCOCC2)c(Cl)c1	2	9	-14	-4	2.4	0.3	-7	-4	5
COc1ccccc1N1CCN(C2CCN(C(=O)c3cccs3)CC2)CC1	2	5	-2	-6	1.4	0.3	-6	-4	5
COc1ccc(-c2c(C)nn(-c3ccccc3)c2N)cc1OC	-7	14	-10	-4	0.0	0.9	-6	-12	1
COc1cc(/C=N/NS(=O)(=O)c2ccc3ccccc3c2)ccc1OCc1ccc(C(=O)O)cc1	-33	8	4	-7	-0.1	-0.4	-6	-7	-1
COc1ccc(S(=O)(=O)N(C)[C@H]2C[C@H]3c4cc(Oc5ccccc5C)ccc4CCN3C(=O)[C@H]2[C@H](C)O)cc1	1	15	nt	-3	nt	1.7	nt	-1	1

Screening results (PubChem BioAssay)
